BL2 CD40 inh: CD40 pathway inhibition in BL2 cells; BL2 NF-kB luciferase reporter, CD40L-induced, 4 h; inhibition, % at 10 µM; 83,000 tested, 0.94% active; AID 1053188;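 active = mean inhibition of at least 50% with a set share of replicates also reaching that level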;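 note: 0% = neutral control wells and 100% = IKK inhibitor VII at 50 µM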
* marks the source's active call; other numbers are inactive results; & = joins results of further samples; [ ] = remark or other dose. Not all compounds are listed; count on the stated rates, not on these rows.

SMILES	BL2 CD40 inh
COc1ccc(S(=O)(=O)N2CCN(CC(=O)NC(Cc3ccccc3)C(C)=O)CC2)cc1 (stereo not given)	-0.2
CN(C)S(=O)(=O)N1CCN(C(=O)N2CCCCCC2)CC1	0.6
CSc1nc(N2CCN(c3ccccc3Cl)CC2)c2ccccc2n1	15.8
O=S(=O)(c1ccc(-c2ccccc2)cc1)N1CCCC1	-6.1
Cc1noc(C)c1NC(=O)Nc1ccc2c(c1)CC(=O)N([C@@H](C)CO)C[C@H](C)[C@H](CN(C)S(=O)(=O)c1cccs1)O2	-3.0[25 µM]
CCCNC(=O)C1(C)CCN1C(=O)Cc1ccc(-c2ccccc2)cc1 (stereo not given)	3.6
O=C(C[C@@H]1CC[C@@H]2[C@H](COC[C@H](O)CN2Cc2ccc(F)cc2)O1)NCCc1ccccc1	-2.2[25 µM]
COc1cccc(NC(=O)CCCCCN2C(=O)[C@@H]3Cc4ccccc4CN3C2=O)c1	11.6
CNC[C@@H]1OCCCC[C@@H](C)Oc2ccc(NC(=O)Nc3ccc(OC)cc3)cc2C(=O)N([C@H](C)CO)C[C@@H]1C	-6.5[25 µM]
O=[N+]([O-])c1ccc(Cc2ccc([N+](=O)[O-])cc2)cc1	0.7
Cc1cc(C(=O)N/N=C/c2c(C)[nH]c3ccccc23)n[nH]1	-1.0
CN1[C@@H]2Cn3c(ccc(-c4cccnc4)c3=O)[C@H]1[C@@H](C(=O)N1CCC(Cc3ccccc3)CC1)[C@@H]2CO	-1.6[25 µM]
O=C(CN1C(=O)COc2ccccc21)NCCN1CCc2ccccc2C1	7.4
COc1ccccc1S(=O)(=O)N[C@@H]1CC[C@H](CCNC(=O)C2CCCC2)O[C@H]1CO	0.5
COc1ccc(Nc2nc(C(=O)N(CCO)Cc3ccccc3)cs2)cc1	10.2
CN(C)C(=O)c1cccc(-c2ccc([C@@H]3[C@H]4CN(S(C)(=O)=O)CCCCN4[C@H]3CO)cc2)c1	12.4[25 µM]
O=c1c2ccccc2nc(SCc2ccccc2Cl)n1Cc1ccccc1	8.8
CC(=O)Nc1nc(-c2cccs2)cs1	-11.2
CCOC(=O)N1CCN(C(=O)C2CC(=O)N(c3ccc(C)cc3)C2)CC1 (stereo not given)	4.1
CC(C)CN(C(=O)c1cccc(S(=O)(=O)N2CCN(c3ccc(F)cc3)CC2)c1)C1CCS(=O)(=O)C1 (stereo not given)	-11.8
COc1ccc(NC(=O)N(C)C[C@H]2OCc3cn(nn3)CCCC(=O)N([C@@H](C)CO)C[C@H]2C)c(OC)c1	-8.8[25 µM]
CCOC(=O)c1cc2c(ccn2C)n1CC(=O)Nc1ccc(F)cc1	-7.3
O=c1c2c(-c3cccs3)csc2ncn1-c1ccccc1	-29.3
CCOc1ccc(N2CC(C(=O)N3CC(C)OC(C)C3)CC2=O)cc1 (stereo not given)	0.1
Cc1cc(C)n(CC(=O)NN)n1	4.9
CCCCNCc1cc(OCC)c(OCC)cc1Br	3.0
O=C(COc1cccc2c1CCNC2=O)Nc1cccc(F)c1	-0.9
Cc1noc(COc2ccccc2OCC(N)=O)c1Cl	3.4
C(=C\c1ccccc1)/CSc1nnc(COc2ccccc2)n1Cc1ccco1	18.3
CC12CN(C(=O)c3ccco3)CC(c3ccccc3)(CN(C(=O)c3ccco3)C1)C2=O	8.2
CCc1nc2cc(CC(=O)O)ccc2o1	9.4
Nc1ccccc1SCC(=O)Nc1nc(-c2ccccc2)cs1	-23.0
COc1ccc(OC)c(C(=O)COC(=O)CN2C(=O)NC3(CCCCC3C)C2=O)c1 (stereo not given)	3.1
CN(Cc1cnn(C)c1)C(=O)c1cc(COc2c(F)cccc2F)on1	-29.7
COCCn1c(C)cc(C(=O)COC(=O)c2ccc3ncsc3c2)c1C	-84.9
O=C(c1ccc(C(=O)N2CCOCC2)nc1)N1CCOCC1	8.6
CC1Cc2ccccc2N1C(=O)CN1C(=O)CN(C)C(=O)c2ccccc21 (stereo not given)	11.6
Clc1ccc2nc(-c3ccc(Br)s3)cn2c1	-9.4
CCCCNC(=O)C1(C)CCN1C(=O)c1cccc(OC(C)=O)c1C (stereo not given)	0.8
CCOC(=O)N1CCN(C(=O)NC23CC4CC(CC(C4)C2)C3)CC1	-1.2

Entries above with bromine, in the order listed:
SMILES	BL2 CD40 inh
CCCCNCc1cc(OCC)c(OCC)cc1Br	3.0
Clc1ccc2nc(-c3ccc(Br)s3)cn2c1	-9.4

(next part)
SMILES	BL2 CD40 inh
CC(=O)N1c2ccc(S(=O)(=O)N(C)CC(=O)Nc3cccc(C)c3)cc2CC1C (stereo not given)	0.2
C[C@H](CO)N1C[C@H](C)[C@@H](CN(C)Cc2ccc3c(c2)OCO3)Oc2cc(Br)ccc2S1(=O)=O	22.9[25 µM]
CC(C)(C)n1ncc2c(=O)n(CC(=O)OCc3ccccc3)cnc21	98.3*
COc1ccc(CCNC(=O)CNC(=O)c2ccc(Br)o2)cc1OC	-1.7
O=C(CCN1C(=O)c2ccccc2C1=O)N1CCN(c2ccccn2)CC1	-5.5
Cc1nc(NC2=NCN(Cc3cccnc3)CN2)nc2ccccc12	7.8
N#Cc1cc(-c2ccccc2)cn(Cc2c(Cl)cccc2Cl)c1=O	5.6
O=C(C[C@@H]1CC[C@@H]2[C@H](COC[C@H](O)CN2C(=O)c2ccc3c(c2)OCO3)O1)NC1CCC1	-1.3[25 µM]
Cc1ccc(-c2nnc(SC(C)C(=O)NCC3CCCO3)nc2-c2ccc(C)cc2)cc1 (stereo not given)	-25.2
Cc1ccccc1OCC(=O)N/N=C/c1ccccn1	-17.8
N#Cc1ccc(-c2ccco2)nc1SCc1ccccc1	-0.9
Cc1cc2ncc(-c3ccccc3)nc2cc1C	-8.0[25 µM]
Cc1ccc(S(=O)(=O)N2CCCC(C(=O)N3CCCc4ccccc43)C2)cc1 (stereo not given)	-12.9
O=C(CC1CC2CCC1C2)NCCc1ccc(Cl)cc1 (stereo not given)	-13.9
O=C(O)CN1C(=O)Nc2ccc(Br)cc2C1c1ccccc1 (stereo not given)	25.3
O=C(COC(=O)c1cc[n+]([O-])cc1)Nc1c(Cl)cccc1C(F)(F)F	-2.0
O=S(=O)(c1cccs1)N1CCCCN2[C@H](CO)[C@@H](c3ccc(/C=C/c4ccccc4)cc3)[C@@H]2C1	6.2[25 µM]
Cc1ccc(-n2ncc(C#N)c2/N=C/N2CCOCC2)cc1	11.6
CCNC(=S)N1CCN(S(=O)(=O)c2ccc(C)c(C)c2)CC1	10.6
Cc1ccc(OCC(=O)NNC(=O)C2CSC3(C)CCC(=O)N23)cc1C (stereo not given)	18.0

Single entries from the list.
In BL2 CD40 inh, `Cc1ccc(OCC(=O)NNC(=O)C2CSC3(C)CCC(=O)N23)cc1C` (stereo not given) is listed with 18.0
In BL2 CD40 inh, `CC(=O)N1c2ccc(S(=O)(=O)N(C)CC(=O)Nc3cccc(C)c3)cc2CC1C` (stereo not given) is listed with 0.2
In BL2 CD40 inh, `Cc1ccc(-n2ncc(C#N)c2/N=C/N2CCOCC2)cc1` is listed with 11.6
In BL2 CD40 inh, `O=S(=O)(c1cccs1)N1CCCCN2[C@H](CO)[C@@H](c3ccc(/C=C/c4ccccc4)cc3)[C@@H]2C1` is listed with 6.2[25 µM]
In BL2 CD40 inh, `COc1ccc(CCNC(=O)CNC(=O)c2ccc(Br)o2)cc1OC` is listed with -1.7

New compounds follow:
SMILES	BL2 CD40 inh
N#Cc1c(-c2cccs2)cc(-c2cccnc2)nc1N	-4.5
CC(C)[C@@H](C(=O)OCC(=O)c1ccc2c(c1)NC(=O)CO2)N1C(=O)c2ccccc2C1=O	-10.9
O=C(OCC#CCSc1nc2ccccc2o1)c1ccco1	-26.0
C[C@@H]1CN(C)C(=O)c2cccnc2O[C@@H]1CN(C)C	0.3
COc1ccccc1NC(=O)N(C)C[C@@H]1OCc2ccccc2-c2ccccc2C(=O)N([C@H](C)CO)C[C@@H]1C	-4.5
Cc1nnc(SCc2ccccc2)n(N)c1=O	3.6
Cc1cccnc1NS(=O)(=O)c1ccccc1	5.2
O=C(O)c1ccccc1C(=O)NCc1ccc(F)cc1	2.7
CCCNC(=O)N1[C@H](CO)[C@H](c2ccccc2-c2ccccc2)[C@@H]1C#N	47.7[25 µM]
CCN(C[C@@H]1N[C@@H](CO)[C@H]1c1ccc(-c2ccc(F)cc2)cc1)C(=O)CN(C)C	-1.0[25 µM]
CCOc1cc(/C=N/NC(=O)c2ccc(NC(=O)C3CC3)cc2)ccc1O	17.5
CN(CC(=O)Nc1c(Cl)cccc1Cl)C(=O)c1cc(-c2cccs2)nn1-c1ccccc1	-4.1
O=C(C[C@@H]1CC[C@H]2[C@@H](COC[C@H](O)CN2S(=O)(=O)c2ccccc2)O1)NCC1CCCCC1	1.5[25 µM]
Cc1ccc2[nH]c3c(c2c1)CN(C(=O)CN1CCSCC1)CC3	-15.4
CS(=O)Cc1cc(Sc2ccccc2)nc(-c2cccnc2)n1 (stereo not given)	10.2
Cn1ccc(C(=O)N2CCCc3ccccc32)n1	3.1
CCc1sc(N2[C@@H](C#N)[C@@H](c3ccccc3-c3ccccc3)[C@@H]2CO)nc1C	2.7[25 µM]
O=C1CCC(C(=O)N2CCSCC2)CN1Cc1ccc(Cl)cc1 (stereo not given)	0.7
O=C(c1ccc([N+](=O)[O-])c(CS(=O)(=O)c2ccc(Cl)cc2)c1)N1CCCCC1	1.5
O=C(Cn1c(=O)oc2ccccc21)NCc1ccco1	5.4
C[C@@H]1CCCCO[C@H](CN(C)C(=O)C2CCCCC2)[C@H](C)CN([C@@H](C)CO)C(=O)c2cc(NS(=O)(=O)c3ccccc3)ccc2O1	22.3[25 µM]
C[C@@H]1CN([C@@H](C)CO)S(=O)(=O)c2ccc(-c3cccc(C(=O)N(C)C)c3)cc2O[C@H]1CN(C)C(=O)Nc1ccccc1	-3.7[25 µM]
O=C(NCc1csc(-c2cccs2)n1)c1ccccc1	9.0
CC(C)NC(=O)N1[C@@H]2CN(C(=O)Nc3ccccc3)c3ccccc3[C@@H]2[C@@H]1CO	-24.6
Cc1sc2nc(CSC(C)C(=O)Nc3ccc(C#N)cc3)[nH]c(=O)c2c1C (stereo not given)	10.0
CN(C(=O)COC(=O)Cc1ccc(Br)cc1)c1c(N)n(Cc2ccccc2)c(=O)[nH]c1=O	1.2
COc1cccc(CNc2ccc(S(=O)(=O)N3CCCC3)cn2)c1	15.8
CC(NC(=O)c1ccccc1Br)c1nnc(SCc2ccc([N+](=O)[O-])cc2)n1C (stereo not given)	1.6
COCCCNc1nc2ccccc2nc1NS(=O)(=O)c1cccs1	11.4
Cc1ccc(-n2cc(CN3CCN(Cc4nccn4C)CC3)c(-c3ccc(F)cc3)n2)cc1	-33.2
O=C(Oc1cccc(C(=S)N2CCCCC2)c1)c1ccccc1	9.0
CC1CCN(c2ccccc2NC(=O)c2cc([N+](=O)[O-])ccc2N2CCOCC2)CC1	5.3
Nc1ccc(Br)cc1C(=O)O	7.7
CC(=O)NC(CCS(C)(=O)=O)C(=O)Nc1cc(Cl)ccc1Cl (stereo not given)	5.9
COc1ccc(CCNCC(O)Cn2ccc3ccccc32)cc1OC (stereo not given)	10.4
CCNc1sc(C(=O)OCC)c(N)c1C#N	8.0
Cn1c(=O)[nH]c(=O)c2c1nc(N1CCCC1)n2CCSc1nc2ccccc2[nH]1	8.0
c1ccc2c(Nc3nc(N4CCOCC4)c4ccccc4n3)cccc2c1	24.7
CN(CCc1ccccc1)C(=O)CC1C(=O)NCCN1Cc1ccccn1 (stereo not given)	7.0
COCC(=O)N(C)C1(c2nnnn2CCOC(=O)Nc2ccc(Cl)cc2)CCCC1	-10.1

Gathered by group, those above with a COOH group (4)
SMILES	BL2 CD40 inh
CCc1nc2cc(CC(=O)O)ccc2o1	9.4
O=C(O)CN1C(=O)Nc2ccc(Br)cc2C1c1ccccc1 (stereo not given)	25.3
O=C(O)c1ccccc1C(=O)NCc1ccc(F)cc1	2.7
Nc1ccc(Br)cc1C(=O)O	7.7

Other records.
SMILES	BL2 CD40 inh
Cc1ccc(CNC(=O)C2CCN(S(=O)(=O)c3cccs3)CC2)cc1	4.5
O=C(O)CCCC(=O)Nc1ccccc1Br	3.3
O=C1NC(Cc2c[nH]c3ccccc23)C(=O)N1Cc1cccc2ccccc12 (stereo not given)	14.8
N#Cc1nc(Cc2ccccc2)oc1NCCN1CCOCC1	-19.0
CCCc1c(OCCCOc2ccc(OCC(=O)O)cc2)ccc(CC=O)c1O	1.1[25 µM]
CO[C@@H]1CC[C@@H]2CCN(C)C(=O)CC3(CCCCC3)CN(C)C(=O)c3cc(C#N)ccc3OC[C@H]1O2	-6.4[25 µM]
N#Cc1ccc(-c2ccc3c(c2)[C@H]2[C@H](CCN2Cc2ccc4c(c2)OCO4)[C@@H](CO)N3)cc1	-13.4
CCOC(=O)Nc1sc2c(c1C(=O)OCC)CCC2	0.3
CC(=O)NC1CCCC(NC(C)=O)C1 (stereo not given)	7.9
O=C(Nc1nccs1)c1ccc(-c2ccc(F)cc2)o1	-106.3
CN1CCN(c2cc(-c3cccc(C(=O)O)c3)nc3ccnn23)CC1	-0.7
CCC(=O)N1[C@H](CO)[C@@H](c2ccc(-c3ccccc3)cc2)[C@@H]1CN(C)C(C)=O	1.0
COc1ccc(S(=O)(=O)N2CCCCC2)cc1NC(=O)Cn1cnc2ccccc2c1=O	4.0
CCCNC(=O)N1C[C@@H]2[C@H](c3ccccc31)[C@@H](CO)N2CC1CCCC1	1.8[25 µM]
O=C1CCCc2cc(S(=O)(=O)N3CCC(C(=O)NCc4ccccc4)CC3)ccc2N1	2.9
CC1CC(C)(C)CC2(C1)NC(=O)N(CC(=O)Nc1c(F)cccc1F)C2=O (stereo not given)	10.6
N#Cc1cccc(-c2ccc(C3[C@H]4CNC[C@@H]3N4C(=O)Nc3cccc(F)c3)cc2)c1 (stereo not given in full)	-22.7&6.1[25 µM]
Oc1cccnc1CN1CCOCC1	14.0
CN(C)C(CNC(=O)c1cc(-c2ccco2)nc2ccccc12)c1ccccc1 (stereo not given)	-4.6
O=[N+]([O-])c1cc(S(=O)(=O)N2CCOCC2)ccc1N1CCNCC1	7.6
O=C(COCc1cc(-c2ccco2)on1)NC1CCCCC1	3.1
CN1c2ccc(-c3cccc(F)c3)cc2[C@H]2[C@H](CCN2C(=O)C2CC2)[C@H]1CO	52.8*
Cc1cc(C)c(C(=O)C(C)OC(=O)Cn2cnc3c2c(=O)n(C)c(=O)n3C)cc1C (stereo not given)	5.9
CC(C)CNC(=O)CN(c1cccc(Cl)c1)S(C)(=O)=O	3.2

Bioassay records (PubChem BioAssay)
